Screening results (PubChem BioAssay)
S3 lipid droplet = qHTS Assay for Lipid Storage Modulators in Drosophila S3 Cells; Drosophila S3 cells, BODIPY lipid droplet fluorescence, 18-24 h; cells fed with added oleic acid; Potency in µM for hits, for the others lipid storage change, negative = inhibition, % at the top dose, mostly 46.1 µM; hit rate 0.64% among 320,000; AID 2685; active = well fitted inhibition curve with a large enough effect in the signal ratio, with a control signal flat, not every such curve was filed as active; inconclusive = small, poorly fitted or top-dose-only effect, or effect the other way, or a change in a side signal; the % refers to the signal ratio
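Drosophila S3 cells got compounds at several concentrations plus oleic acid (400 uM solution). Laser-scanning cytometry with 488 nm excitation read lipid droplets at 500-530 nm and cells at 575-640 nm. Percent activity was relative to 20 uM Triacsin C.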
S3 lipid droplet cell count max = further read-out of S3 lipid droplet, marked with its call; cell number change, %; measured here: cell count max response;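 cells counted by Cell Tracker Red CMTPX staining in the red channel; peak over a dose series mostly up to 46.1 µM; percent activity relative to internal control wells on each plate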
* hit, by the source's call; i = inactive; ? = inconclusive; · = not tested or not shown. % is set by controls: 0 for no effect and ±100 for the full control effect; potency is the fitted concentration of half-maximal effect. The list is partial; the hit share may differ from the screen's.

SMILES	S3 lipid droplet	S3 lipid droplet cell count max
CN(C)c1ccc2c(c1)OC(N)=C(C#N)C2c1cccc(F)c1 (stereo not given)	-1%	-16
CN1CCc2nc(SCC(=O)Nc3ccc(F)cc3)c(C#N)cc2C1	?	·
O=C(Cc1cccc2ccccc12)N1CCCc2ccccc21	?	·
Cc1cc(C)n(-c2nc3ccccc3c3nc(C)nn23)n1	i	·
CCOC(=O)C1CCCN(C(=O)C2CCN(S(=O)(=O)N3CCC4(CC3)OCCO4)CC2)C1 (stereo not given)	2%	-13
CCCn1nnc2sc3c(c2c1=O)CCC(C)C3 (stereo not given)	?	·
O=C(NNC(=O)c1ccc(-n2cncn2)c([N+](=O)[O-])c1)c1ccccc1	0%	2
CCC(=O)OCCNc1nc(-c2ccccc2)nc2ccccc12	?	·
Cc1ccc(OCC(=O)NCCNC(=O)c2cccnc2)cc1C	i	10
Cc1ccccc1C(=O)Nc1ccnn1C1CCN(Cc2ccccn2)CC1	i	11
COc1ccc(S(=O)(=O)N2CCN(C)CC2)c2ccccc12	?	·
CC1CC(C)CN(CCOc2cccc3ccccc23)C1 (stereo not given)	0%	1
CC(NC(=O)COC(=O)COc1cccc2c1OC(C)(C)C2)c1ccccc1 (stereo not given)	-18%	0
CCC(C)[C@H](NC(=O)Nc1ccc(S(N)(=O)=O)cc1)C(=O)OC (stereo not given in full)	?	·
CSc1ncccc1C(=O)Nc1ccc(S(=O)(=O)Nc2nccs2)cc1	-7%	-8
CC1CCCN(CC(=O)Nc2ccc(S(=O)(=O)N3CCCCCC3)cc2)C1 (stereo not given)	?	·
c1nnc2c3c4c(sc3ncn12)CCCC4	?	·
CCC(NC(=O)CSc1nnnn1C1CC1)c1ccc(Br)cc1 (stereo not given)	?	·
Cc1ccc(NC(=O)N2CCC(NC(=O)c3cccc(C)c3)CC2)cc1	?	·
CC(=O)c1cccc(NC(=O)NC2CC(=O)N(c3ccc4c(c3)OCCO4)C2)c1 (stereo not given)	?	·
O=C(CN1CCC(NC(=O)c2ccccc2Cl)CC1)NCc1ccco1	-5%	16
Cc1ccc(S(=O)(=O)Nc2nc3ccccc3s2)cc1	?	·
CCCCCNC(=O)c1ccc2c(=O)n(CCOC)c(=O)[nH]c2c1	?	·
COc1cccc(/C=N/NC(=O)CSc2nnc(C)n2-c2ccccc2)c1OC	?	·
Cc1ccc(NS(=O)(=O)c2cccs2)nc1	-7%	-19

Remaining list, next part:
SMILES	S3 lipid droplet	S3 lipid droplet cell count max
Cc1ccc(S(=O)(=O)Nc2ccc(O)c(Sc3ncn[nH]3)c2)cc1	-1%	-9
COC(=O)c1cccc(NC(=O)CSc2nc(C)cc(=O)[nH]2)c1	?	·
COc1cc(CCC(=O)OCC(=O)NC(=O)c2ccc(Cl)cc2)cc(OC)c1OC	?	·
CC(C)c1ccc2c(c1)[C@H]1OCC[C@H]1[C@@H](c1cccs1)N2	21%	-8
COc1ccc(C2=NN(c3nc(-c4ccccc4)c(CC(=O)O)s3)C(c3ccco3)C2)cc1 (stereo not given)	?	·
COc1ccc(C(=O)c2ccc(CC#N)s2)cc1	?	·
CC(C)=CCN1CCN(Cc2cc(F)ccc2-n2nc(C)cc2C)CC1CCO (stereo not given)	-3%	16
Cc1ccc(-c2noc(CCC(=O)NCc3ccc4c(c3)OCO4)n2)cc1	?	·
O=[N+]([O-])c1ccc(S(=O)(=O)N/N=C/c2ccc3c(c2)OCO3)cc1	?	·
CC(C)N(C1=N/C(=C\c2ccco2)C(=O)N1c1ccccc1)C(C)C	?	·
Cc1ccc(NC(=O)C2CCN(S(=O)(=O)c3c(C)n[nH]c3C)CC2)c(C)c1	i	0
CCn1c(CNC(=O)c2ccco2)nnc1SCC(=O)Nc1ccc(Br)cc1F	0%	-11
C=CCn1c(COc2ccc(CC)cc2)nnc1SCC(=O)NC1CCS(=O)(=O)C1 (stereo not given)	?	·
Cc1cc(Oc2ccc(Br)cc2)nc(SCC(=O)c2ccccc2)n1	?	·
Cc1cc(C(=O)NC2CCCc3c2cnn3-c2cc(F)cc(F)c2)nn1C (stereo not given)	?	·
O=C(c1cc(Br)ccc1Cl)N1CCCC1	?	·
Cc1nc2c(C(=O)NCCC3=CCCCC3)c[nH]n2c(=O)c1Cl	12%	4
COc1ccc(NC(=O)CN2CCN(c3ccc(F)cc3)CC2)cc1	0%	0
Cc1nnc2n(-c3ccccc3)c(=O)c3c4c(sc3n12)CC(C)CC4 (stereo not given)	17%	-25
CCOC(=O)CN1CC23C=CC(O2)C(C(=O)NC2CCCCCC2)C3C1=O (stereo not given)	?	·
COCCn1c(-c2ccc(F)cc2)nc2oc3cc(OC)ccc3c(=O)c2c1=O	?	·
CC1CC(C)CN(C(=O)Nc2ccc(Br)cc2)C1 (stereo not given)	-3%	-2
Cc1nc(Cc2nnc(SCc3nc(N)nc(Nc4ccccc4C)n3)o2)cs1	?	·
CC1CCc2sc(NC(=O)C3CC(Cl)=CCC3C(=O)O)c(C#N)c2C1 (stereo not given)	?	·
CN(C)c1c(F)cc(-c2nn[nH]n2)cc1F	-11%	-18

Later entries.
SMILES	S3 lipid droplet	S3 lipid droplet cell count max
O=C(Cc1cccc(C(F)(F)F)c1)NCC(c1ccco1)N1CCCCC1 (stereo not given)	?	·
O=C1CN(c2nc(-c3ccccc3)c3cc(Br)ccc3n2)c2ccccc2N1	?	·
Clc1ccc(C(c2ccccc2)N2CCNCC2)cc1 (stereo not given)	7%	5
O=C(Nc1ccccc1C(=O)Nc1ccc(Br)cn1)c1cccc([N+](=O)[O-])c1	?	·
CCO[C@H]1OC(C(=O)NCc2ccccc2)=C[C@@H](c2ccc3c(c2)OCO3)[C@@H]1CCCO	-5%	-15
Cc1cccc(NC(=O)CN2CCN(C(=O)C3CCN(C(=O)/C=C/c4ccccc4)CC3)CC2)c1C	?	·
O=C(c1ccc(-c2cc(Cl)ccc2Cl)o1)N1CCOCC1	8%	2
O=C1CC(N2C(=O)/C(=C/C=C/c3ccccc3)SC2=S)C(=O)N1c1ccccc1 (stereo not given)	?	·
N#CC1=C(N)Oc2cc(N)ccc2C1c1cccnc1 (stereo not given)	6%	1
COc1ccc(NCC(=O)N/N=C/c2c(C)nn(Cc3ccccc3)c2Cl)cc1	?	·
CCOc1cc(CNC2CCCC2)cc(Cl)c1OCc1ccccc1	?	·
Cc1ccc(S(=O)(=O)N(C)C)cc1NC(=O)c1cccs1	?	·
O=C(CCl)NCc1c(Cl)cccc1-n1cccc1	13%	-13
COc1ccc(C2N(c3ccc(OC)cc3)C(=O)C3CCCN32)cc1 (stereo not given)	6%	17
COc1ccc(OC)c(C2=Nn3c(nnc3C3CCCCC3)SC2)c1	?	·
CCCn1nc2cc(C(=O)NC3CCCc4ccccc43)ccc2c1OCC (stereo not given)	-16%	-7
O=C(/C=C/c1ccc(Cl)cc1Cl)NC(=S)Nc1ccccn1	?	·
Cc1nc(SCC(=O)NCCc2ccc(Cl)cc2)nc(C)c1C	?	·
CC(=O)Nc1ccc(NC(=O)C(C)Sc2nnc(C3CC3)n2-c2ccccc2)cc1 (stereo not given)	12%	8
COc1ccccc1-n1cnc2c(c1=O)c1nc3ccccc3nc1n2CCc1ccccc1	?	·
Cc1cc(S(=O)(=O)n2cnc3cc([N+](=O)[O-])ccc32)ccc1Cl	?	·
Cc1cc(NC(=O)CCC(=O)N(CC(=O)NCC2CCCO2)c2ccc3c(c2)OCCO3)no1 (stereo not given)	2%	10
COc1cc2c(cc1NC(=O)C(C)Sc1ccc(NC(C)=O)cc1)oc1ccccc12 (stereo not given)	?	·
COc1cccc(-c2cc(C(=O)Nc3cc(OC)c(OC)c(OC)c3)no2)c1	i	·
CCOC(=O)N1CCN(S(=O)(=O)c2cccc3ccc(C)nc23)CC1	?	·

The listing continues.
SMILES	S3 lipid droplet	S3 lipid droplet cell count max
O=S(=O)(NCC(c1cccnc1)N1CCN(Cc2ccccc2)CC1)c1cc(F)ccc1F (stereo not given)	-25%	21
O=C(CSc1nc2ccccc2[nH]1)NC1CCS(=O)(=O)C1 (stereo not given)	?	·
CCN(CC)c1ccc(C(=O)NNC(=O)C2CSC3(C)CCC(=O)N23)cc1 (stereo not given)	?	·
CC(=O)c1ccc(N2CCN(C(=O)CCS(=O)(=O)c3ccc4c(c3)NC(=O)CS4)CC2)cc1	i	-22
O=C(CN1C(=O)NC2(CCCC2)C1=O)NNC(=O)c1ccc(Br)cc1	18%	17
Cc1ccc(-c2nc(SCC(=O)NCC3CCCO3)c(-c3ccccc3)[nH]2)cc1 (stereo not given)	10%	5
C[C@@H]1NC(=O)c2cc([N+](=O)[O-])cc(F)c2NCCC[C@@H](C(N)=O)NC(=O)[C@H](CC(N)=O)NC1=O	-3%	-1
CC(=O)c1c(C)[nH]c(C(=O)Nc2cccc(C)n2)c1C	?	·
COc1ccccc1C1C(C(=O)c2sc(C)nc2C)=C(O)C(=O)N1CCN1CCOCC1 (stereo not given)	?	·
CCC(C)NC(=O)Cn1c(=O)n(CCCCCC(=O)Nc2ccccc2)c(=O)c2sccc21 (stereo not given)	5%	5
CCCCC(=O)Nc1nc2c(s1)COc1ccccc1-2	?	·
c1ccc(Cn2ncc3c(N4CCCCC4)ncnc32)cc1	?	·
CC(C)(CO)NC(=O)C(c1ccccc1)c1ccccc1	?	·
CCN1CCCC1CNCC(=O)Nc1ccc(OC(F)(F)F)cc1 (stereo not given)	-24%	-8
CCCCOc1ccc(Cl)cc1CSc1n[nH]c(C)n1	-1%	·
CC(CC(=O)N1CCN(C(=O)c2ccccc2)CC1)c1ccccc1 (stereo not given)	?	·
COc1ccc(NC(=O)CSc2nc3[nH]ncc3c(=O)[nH]2)cc1OC	?	·
CC(=O)Nc1ccc(NC(=O)C(C)OC(=O)c2ccc(C)s2)cc1 (stereo not given)	-15%	1
COc1ccc(O)c(/C=N/NC(=S)Nc2cccc(S(=O)(=O)N(C)C)c2)c1	?	·
COc1ccc(C(C(=O)NC2CCCCC2)N(Cc2ccco2)C(=O)c2snc(C(N)=O)c2N)cc1 (stereo not given)	?	·
Cc1nn(-c2ccccc2)c(Cl)c1C(=O)NCCN(C)C	?	·
Cc1c(Cl)c(C(F)(F)F)nn1CC(=O)NCc1ccco1	3%	·
O=C(Nc1ccccc1C(F)(F)F)c1cc(S(=O)(=O)N2CCC3(CC2)OCCO3)ccc1F	11%	2
COc1cccc(C(=O)Nc2ccncc2)c1OC	?	·
CCOC(=O)[C@@H]1[C@H]2COc3ccc(Br)cc3[C@H]2N2C(=O)N(c3cccc(F)c3)C(=O)[C@]12C	?	·

Carrying on.
SMILES	S3 lipid droplet	S3 lipid droplet cell count max
O=C(c1ccc(COc2ccccc2Cl)o1)N1CCN(Cc2ccc3c(c2)OCO3)CC1	11%	-12
CC(C)(NS(=O)(=O)OCC(Cl)(Cl)Cl)c1ccccc1	14%	-5
COc1ccc(NCc2nnc(SCC#N)n2-c2ccccc2OC)cc1	?	·
Cn1nc([N+](=O)[O-])nc1Oc1ccccc1F	?	·
Cc1sc(NC(=O)c2oc3ccccc3c2C)c(C#N)c1C	?	·
Cc1ccc(Cl)c2c1NC(=O)C2(O)CC(=O)c1ccccc1O (stereo not given)	0%	-5
CCc1ccc(C(=O)NCc2ccc(Cl)cc2Cl)cc1	?	·
NS(=O)(=O)c1ccc(CCNC(=O)Cc2ccccc2[N+](=O)[O-])cc1	?	·
CCCCN1CCCC1CNC(=O)c1cc(C#N)c2ccccc2c1OC (stereo not given)	-1%	-10
Cc1cc(C)n2c(SCCN3C(=O)c4ccccc4C3=O)nnc2n1	1%	2
NC1=NC[C@H](c2ccccc2)N1CCc1cc(C(F)(F)F)cc(C(F)(F)F)c1	?	·
Cc1cc(NC(=O)CSc2nnc(NC(=O)C3CC(=O)N(c4ccccc4)C3)s2)no1 (stereo not given)	?	·

In another format: results already given.
| SMILES | S3 lipid droplet | S3 lipid droplet cell count max |
| --- | --- | --- |
| CC(=O)c1cccc(NC(=O)NC2CC(=O)N(c3ccc4c(c3)OCCO4)C2)c1 (stereo not given) | ? | · |
| O=C(CN1CCC(NC(=O)c2ccccc2Cl)CC1)NCc1ccco1 | -5% | 16 |
| Cc1ccc(S(=O)(=O)Nc2nc3ccccc3s2)cc1 | ? | · |
| CCCCCNC(=O)c1ccc2c(=O)n(CCOC)c(=O)[nH]c2c1 | ? | · |
| COc1cccc(/C=N/NC(=O)CSc2nnc(C)n2-c2ccccc2)c1OC | ? | · |
| Cc1ccc(NS(=O)(=O)c2cccs2)nc1 | -7% | -19 |
| Cc1ccc(S(=O)(=O)Nc2ccc(O)c(Sc3ncn[nH]3)c2)cc1 | -1% | -9 |
| COC(=O)c1cccc(NC(=O)CSc2nc(C)cc(=O)[nH]2)c1 | ? | · |
| COc1cc(CCC(=O)OCC(=O)NC(=O)c2ccc(Cl)cc2)cc(OC)c1OC | ? | · |
| CC(C)c1ccc2c(c1)[C@H]1OCC[C@H]1[C@@H](c1cccs1)N2 | 21% | -8 |
| COc1ccc(C2=NN(c3nc(-c4ccccc4)c(CC(=O)O)s3)C(c3ccco3)C2)cc1 (stereo not given) | ? | · |
| COc1ccc(C(=O)c2ccc(CC#N)s2)cc1 | ? | · |
| CC(C)=CCN1CCN(Cc2cc(F)ccc2-n2nc(C)cc2C)CC1CCO (stereo not given) | -3% | 16 |
| Cc1ccc(-c2noc(CCC(=O)NCc3ccc4c(c3)OCO4)n2)cc1 | ? | · |
| O=[N+]([O-])c1ccc(S(=O)(=O)N/N=C/c2ccc3c(c2)OCO3)cc1 | ? | · |
| CC(C)N(C1=N/C(=C\c2ccco2)C(=O)N1c1ccccc1)C(C)C | ? | · |

An excerpt from the list above:
SMILES	S3 lipid droplet	S3 lipid droplet cell count max
CC(C)(NS(=O)(=O)OCC(Cl)(Cl)Cl)c1ccccc1	14%	-5
COc1ccc(NCc2nnc(SCC#N)n2-c2ccccc2OC)cc1	?	·
